# TcdB inh = blocks C. difficile toxin B glycohydrolase activity. P18177. TcdB glycohydrolase enzymatic assay, plate reader. inhibition, % at 9.99 µM. hit rate 0.24% among 350,000; in the data active = inhibition above about 10%
# Active calls of the source: *; & = joins results of further samples. This is a subset; rates above refer to the full screens.
canonical_smiles | TcdB inh
CO[C@@H]1CN(C)C(=O)c2cc(NS(C)(=O)=O)ccc2OC[C@H](C)N(C(=O)C2CCOCC2)C[C@@H]1C | 0.1
COCC(=O)N(C[C@@H]1N[C@@H](CO)[C@@H]1c1ccc(-c2ccccc2)cc1)C(C)C | 0.1
CC(C)(C)[S@](=O)N1Cc2cc(C(=O)N[C@H]3CCN(Cc4ccccc4)C3)nc(-c3cccc(-c4ccncc4)c3)c2[C@@H]1CCO | -0.1
COc1ccc(S(=O)(=O)N(C)C[C@@H]2Oc3c(NC(=O)Nc4ccc(C(F)(F)F)cc4)cccc3C(=O)N([C@H](C)CO)C[C@H]2C)cc1 | -0.3
C[C@@H]1CCCCO[C@@H](CN(C)C(=O)Nc2ccc3c(c2)OCO3)[C@@H](C)CN([C@@H](C)CO)C(=O)c2cc(NC(=O)C3CCCCC3)ccc2O1 | 0.1
C[C@@H]1CN([C@@H](C)CO)C(=O)c2ccccc2-c2ccccc2CO[C@H]1CN(C)C(=O)Oc1ccccc1 | -1.1
N#C[C@@H]1[C@@H](c2ccccc2)[C@H](CO)N1S(=O)(=O)c1ccc(F)cc1 | -1.8
C[C@@H]1CN([C@@H](C)CO)C(=O)c2cc(NS(=O)(=O)c3cccs3)ccc2O[C@@H]1CN(C)S(C)(=O)=O | 0.3
C[C@@H]1CN([C@@H](C)CO)S(=O)(=O)c2ccc(-c3cccc(C(=O)N(C)C)c3)cc2O[C@@H]1CN(C)C | 0.1
O=C(C[C@@H]1CC[C@H]2[C@@H](COC[C@H](O)CN2CC2CCOCC2)O1)NCC1CC1 | -0.2
COCc1cn(CC[C@H]2CC[C@@H](NC(=O)Nc3ccc4c(c3)OCO4)[C@H](CO)O2)nn1 | -0.9
C[C@H]1CN([C@@H](C)CO)C(=O)c2cc(C3=CCCCC3)cnc2O[C@H]1CN(C)Cc1ccccc1C(=O)O | -0.2
COc1ccc(S(=O)(=O)Nc2ccc3c(c2)C(=O)N([C@H](C)CO)C[C@@H](C)[C@H](CN(C)C(=O)Nc2ccc(F)cc2)OCCCC[C@@H](C)O3)cc1 | -0.4
C[C@H](CO)N1C[C@H](C)[C@H](CN(C)S(=O)(=O)c2cccs2)Oc2ccc(NC(=O)Nc3ccccc3)cc2C1=O | -11
CCCNC(=O)Nc1ccc2c(c1)OC[C@@H](C)N(C)C[C@@H](C)[C@H](OC)CN(C)C2=O | -1.1
Cc1ccc(S(=O)(=O)N(C)C[C@H]2Oc3ccc(NC(=O)CCCN(C)C)cc3CC(=O)N([C@@H](C)CO)C[C@H]2C)cc1 | -0.5
COCC(=O)N(C)C[C@@H]1Oc2cc(C#C[C@@H](C)O)ccc2S(=O)(=O)N([C@H](C)CO)C[C@@H]1C | 1.1
C[C@H]1CN([C@@H](C)CO)C(=O)Cc2cc(NC(=O)Nc3ccc(F)cc3)ccc2O[C@@H]1CN(C)Cc1ccc(C(=O)O)cc1 | 0.1
C[C@H]1CCCCO[C@H](CN(C)C(=O)Nc2ccc(C(F)(F)F)cc2)[C@@H](C)CN([C@@H](C)CO)C(=O)c2cc(NC(=O)Nc3ccc4c(c3)OCO4)ccc2O1 | 0.7
CC(C)NC(=O)N(C)C[C@@H]1Oc2ccc(NC(=O)C3CCCCC3)cc2C(=O)N([C@@H](C)CO)C[C@@H]1C | 0.1
Cc1noc(C)c1S(=O)(=O)Nc1cccc2c1O[C@H](CN(C)S(=O)(=O)c1ccc(F)cc1)[C@H](C)CN([C@H](C)CO)C2=O | -0.4
CN(C)CC(=O)N[C@@H]1C[C@@H]2O[C@@H](CO)CC[C@@H]2O[C@@H]1CCc1ccc(C#Cc2ccccc2)cc1 | 0.6
CNC[C@@H]1Oc2cc(-c3ccccc3OC)ccc2S(=O)(=O)N([C@@H](C)CO)C[C@H]1C | 0.7
C[C@@H]1CN([C@H](C)CO)C(=O)Cc2cc(NC(=O)Cc3cn(C)c4ccccc34)ccc2O[C@H]1CN(C)S(=O)(=O)c1ccc(F)cc1 | -0.2
C[C@H](CO)N1C[C@H](C)[C@H](CN(C)S(=O)(=O)c2ccccc2)Oc2ccc(NS(=O)(=O)c3ccccc3)cc2CC1=O | 1.2
C[C@@H](NC(=O)C[C@@H]1CC[C@H](NC(=O)Cc2ccccn2)[C@H](CO)O1)c1ccccc1 | 2.0
C[C@@H]1CN([C@H](C)CO)C(=O)c2cc(NS(=O)(=O)c3ccccc3)ccc2O[C@@H](C)CCCCO[C@H]1CN(C)C(=O)C1CCCCC1 | 1.5
C[C@@H]1CN([C@@H](C)CO)C(=O)c2c(c3ccccc3n2C)-c2ccccc2CO[C@@H]1CN(C)Cc1cccnc1 | -2.8
O=C(C[C@@H]1CC[C@H](NC(=O)Nc2cc(F)ccc2F)[C@H](CO)O1)Nc1ccccc1 | -0.2
CCCC#Cc1ccc2c(c1)O[C@@H](CN(C)Cc1ccccn1)[C@H](C)CN([C@H](C)CO)S2(=O)=O | -8.0
CO[C@@H]1CN(C)C(=O)c2ccc(NS(=O)(=O)c3ccccc3F)cc2OC[C@@H](C)N(S(C)(=O)=O)C[C@H]1C | -0.6
CC1(C(=O)NCc2ccccc2)CSCC(=O)N1Cc1cccc(C(F)(F)F)c1 (configuration not stated) | 0.9
CCC(=O)N(C)C[C@H]1Oc2cc(C#CC3CC3)ccc2S(=O)(=O)N([C@@H](C)CO)C[C@H]1C | 0.8
C[C@@H]1CCCCO[C@@H](CN(C)C(=O)Nc2ccc3c(c2)OCO3)[C@H](C)CN([C@H](C)CO)C(=O)c2cc(NC(=O)Nc3ccc(F)cc3)ccc2O1 | 0.1
C/C=C/c1ccc([C@H]2[C@@H](CO)N(Cc3cncnc3)C23CN(C(=O)CC)C3)cc1 | 0.5
C[C@H](CO)N1C[C@H](C)[C@H](CN(C)S(=O)(=O)c2ccc(Cl)cc2)OCCCC[C@H](C)Oc2ccc(N(C)C)cc2C1=O | -0.4
C[C@H]1CN([C@@H](C)CO)C(=O)c2cc(NC(=O)CCC(F)(F)F)ccc2O[C@H]1CN(C)S(=O)(=O)c1cn(C)cn1 | 0.8
COCC(=O)N1CC(=O)N2[C@H](CO)[C@@H](c3ccc(C#CC(C)C)cc3)[C@@H]2C1 | -0.3
COC(=O)C1(C(=O)OC)c2ccccc2N(S(=O)(=O)c2ccc(C)cc2)C1CC(=O)c1ccccc1 (configuration not stated) | 1.5
COc1ccc(NC(=O)Nc2ccc3c(c2)CC(=O)N([C@H](C)CO)C[C@H](C)[C@H](CN(C)S(=O)(=O)c2cn(C)cn2)O3)cc1 | -0.9
COc1ccc(NC(=O)N[C@@H]2CC[C@@H](CCn3cc(-c4ccccc4F)nn3)O[C@H]2CO)cc1 | 0.7
COc1cccc(S(=O)(=O)N[C@H]2C=C[C@@H](CC(=O)NCc3ccc(Cl)cc3)O[C@@H]2CO)c1 | -1.3
CO[C@H]1CN(C)C(=O)c2cc(NC(=O)C3CCCCC3)ccc2OC[C@H](C)N(C)C[C@H]1C | -2.0
C[C@]12CCC(=O)N1CCc1c2[nH]c2ccccc12 | -0.1&-0.3
COC(=O)C[C@@H]1CC[C@H]2[C@@H](COc3ccc(NC(=O)Nc4cccc(Cl)c4)cc3C(=O)N2C)O1 | 0.9
C[C@H](CO)N1C[C@H](C)[C@@H](CN(C)C(=O)Nc2ccccc2)Oc2ccc(N(C)C)cc2CC1=O | -22
COc1ccccc1NC(=O)N(C)C[C@@H]1OCc2ccccc2-c2ccccc2C(=O)N([C@@H](C)CO)C[C@@H]1C | 0.0
COc1ccc(C#Cc2cccc(-c3nc(C(=O)NCCCN4CCOCC4)cc4c3[C@@H](CCO)N(S(=O)C(C)(C)C)C4)c2)cc1OC (some centres not stated) | -0.6
C[C@@H]1CN([C@H](C)CO)C(=O)c2cc(NC(=O)CCCCCC(=O)Nc3ccccc3N)ccc2O[C@H]1CN(C)C(=O)Nc1ccc2c(c1)OCO2 | -0.6
C[C@@H]1CCCCO[C@@H](CN(C)Cc2ccc(C(=O)O)cc2)[C@H](C)CN([C@H](C)CO)C(=O)c2cc(NC(=O)c3ccncc3)ccc2O1 | -0.1
CCCNC(=O)C[C@H]1CC[C@@H]2[C@H](COC[C@H](O)CN2C(=O)c2ccc(F)cc2)O1 | 0.1
O=C(N[C@H](C(=O)N1CCC[C@H]1C(=O)NCc1ccccc1)C1CCCCC1)c1ccc(Cl)cc1Cl | 0.3
COc1ccc(C#Cc2ccc3c(c2)O[C@H](CN(C)C(=O)CN2CCOCC2)[C@H](C)CN([C@H](C)CO)S3(=O)=O)cc1 | 0.7
C[C@@H]1CN([C@H](C)CO)C(=O)Cc2cc(NC(=O)CCC(F)(F)F)ccc2O[C@@H]1CN(C)Cc1ccc(Cl)c(Cl)c1 | 1.1
O=C(C[C@H]1CC[C@@H]2[C@H](COC[C@H](O)CN2C(=O)c2ccccc2F)O1)NCc1ccccc1 | 1.2
C[C@H](CO)N1C[C@H](C)[C@@H](CN(C)C(=O)c2cccc(F)c2)Oc2ncc(-c3cccnc3)cc2C1=O | 0.2
CCCC#Cc1cnc2c(c1)C(=O)N([C@H](C)CO)C[C@@H](C)[C@@H](CN(C)C(=O)Nc1cc(F)ccc1F)O2 | 1.3
C[C@H](CO)N1C[C@H](C)[C@@H](CN(C)S(=O)(=O)c2ccc(Cl)cc2)Oc2ccc(NC(=O)NC3CCCCC3)cc2CC1=O | 1.1
O=C(c1ccccc1)N1CC(=O)N2[C@@H](CO)[C@H](c3ccc(C#Cc4ccccc4)cc3)[C@@H]2C1 | 1.0
COCC(=O)Nc1ccc2c(c1)C(=O)N(C)C[C@@H](OC)[C@H](C)CN(C(=O)NC(C)C)[C@@H](C)CO2 | -1.6

# Reprinted from the part before: three entries, then new ones.
canonical_smiles | TcdB inh
C[C@H](CO)N1C[C@H](C)[C@@H](CN(C)S(=O)(=O)c2ccc(Cl)cc2)Oc2ccc(NC(=O)NC3CCCCC3)cc2CC1=O | 1.1
O=C(c1ccccc1)N1CC(=O)N2[C@@H](CO)[C@H](c3ccc(C#Cc4ccccc4)cc3)[C@@H]2C1 | 1.0
COCC(=O)Nc1ccc2c(c1)C(=O)N(C)C[C@@H](OC)[C@H](C)CN(C(=O)NC(C)C)[C@@H](C)CO2 | -1.6
N#Cc1ccc(-c2ccc3c(c2)[C@@H]2[C@@H](CCN2S(=O)(=O)c2cccc(F)c2)[C@H](CO)N3)cc1 | -2.0
O=C(C[C@@H]1CC[C@H]2[C@@H](COC[C@@H](O)CN2C(=O)Nc2ccc(Cl)cc2)O1)NC1Cc2ccccc2C1 | -1.6
CO[C@H]1CN(C)C(=O)c2cc(NC(=O)Nc3ccccc3)ccc2OC[C@H](C)N(C(=O)Nc2c(C)noc2C)C[C@@H]1C | -2.5
CO[C@H]1CC[C@H]2CCN(C)C(=O)CCCN(C)C(=O)c3cccc(C#N)c3OC[C@H]1O2 | 0.8
O=C(CC1CC1)N1CC2(C1)[C@@H](c1ccccc1)[C@@H](CO)N2C(=O)c1cccnc1 | -1.9
CO[C@H]1CN(C)C(=O)c2ccc(NC(=O)Nc3cccc(Cl)c3)cc2OC[C@@H](C)N(C(=O)Nc2c(C)noc2C)C[C@H]1C | 0.9
C[C@H](CO)N1C[C@H](C)[C@H](CN(C)C(=O)CC2CC2)Oc2ncc(C#CCC3CCCC3)cc2C1=O | 0.2
C[C@H](CO)N1C[C@H](C)[C@H](CN(C)S(=O)(=O)c2ccc(C#N)cc2)Oc2ncc(C#Cc3ccccc3)cc2C1=O | 1.4
CC(C)c1[nH]nc2c1C(c1ccc(F)cc1)NC2=O (configuration not stated) | 2.4
CO[C@H]1CC[C@H]2CCOc3ccc(C#N)cc3C(=O)N(C)C[C@@H](C)C(=O)N(C)C[C@H]1O2 | -0.3
C[C@@H]1CN([C@H](C)CO)C(=O)Cc2cc(NS(C)(=O)=O)ccc2O[C@H]1CN(C)C(=O)Nc1ccc2c(c1)OCO2 | -21
C/C=C/c1ccc2c(c1)O[C@H](CN(C)C(=O)CN1CCOCC1)[C@@H](C)CN([C@H](C)CO)S2(=O)=O | -0.3
Cc1noc(C)c1NC(=O)Nc1ccc2c(c1)C(=O)N([C@H](C)CO)C[C@H](C)[C@@H](CN(C)S(=O)(=O)c1ccccc1)OCCCC[C@@H](C)O2 | -0.4
O=C(CC(F)(F)F)N1C[C@H]2[C@@H](c3ccccc31)[C@H](CO)N2Cc1cccnc1 | 0.9
C[C@H]1CN([C@@H](C)CO)C(=O)Cc2cc(NS(C)(=O)=O)ccc2O[C@@H]1CN(C)Cc1ccc(C(=O)O)cc1 | 0.1
COc1ccc(CN(C)C[C@@H]2Oc3c(NC(=O)Nc4cccc5ccccc45)cccc3C(=O)N([C@@H](C)CO)C[C@@H]2C)cc1 | -0.1
Cc1noc(C)c1NC(=O)N(C)C[C@H]1Oc2ccc(NC(=O)Nc3ccc(C(F)(F)F)cc3)cc2CC(=O)N([C@@H](C)CO)C[C@H]1C | -3.5
COCC#Cc1ccc([C@@H]2[C@@H](CO)N3C(=O)CN(C(=O)C4CCCC4)C[C@@H]23)cc1 | -3.1
C[C@H]1CN([C@@H](C)CO)C(=O)c2cc(NC(=O)Nc3ccc4c(c3)OCO4)ccc2O[C@H]1CN(C)S(=O)(=O)c1cn(C)cn1 | -0.2
O=C(C[C@H]1CC[C@H](NS(=O)(=O)c2ccccc2)[C@H](CO)O1)NCc1ccncn1 | -0.2
Cc1cccc(S(=O)(=O)N2C[C@@H](O)COC[C@@H]3O[C@@H](CC(=O)NCCCN4CCOCC4)CC[C@H]32)c1 | 1.1

# 5 consecutive records already listed, quoted:
canonical_smiles | TcdB inh
COc1ccc(CN(C)C[C@@H]2Oc3c(NC(=O)Nc4cccc5ccccc45)cccc3C(=O)N([C@@H](C)CO)C[C@@H]2C)cc1 | -0.1
Cc1noc(C)c1NC(=O)N(C)C[C@H]1Oc2ccc(NC(=O)Nc3ccc(C(F)(F)F)cc3)cc2CC(=O)N([C@@H](C)CO)C[C@H]1C | -3.5
COCC#Cc1ccc([C@@H]2[C@@H](CO)N3C(=O)CN(C(=O)C4CCCC4)C[C@@H]23)cc1 | -3.1
C[C@H]1CN([C@@H](C)CO)C(=O)c2cc(NC(=O)Nc3ccc4c(c3)OCO4)ccc2O[C@H]1CN(C)S(=O)(=O)c1cn(C)cn1 | -0.2
O=C(C[C@H]1CC[C@H](NS(=O)(=O)c2ccccc2)[C@H](CO)O1)NCc1ccncn1 | -0.2

# High-throughput results from PubChem.
